High-throughput results from PubChem BioAssay.
MT1-MMP act inh = inhibitors of human MT1-MMP activation; P50281; HT1080 RFP-PRO-GFP cells, GFP/RFP ratio fluorescence, overnight; percent of plate control window, DMSO zero; GFP/RFP ratio change, % at 20 µM; 0.061% of 360,000 active;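 active = GFP/RFP ratio change of at least 30% with cell ATP level not reduced by more than half and red fluorescence within 50% of control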; also: strong numbers were not always called active
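Assay system: RFP-PRO-GFP reporter HT1080 cells; read-out basis: GFP/RFP fluorescence ratio; benchmarks: DMSO wells and RFP-L50D-GFP cells; doses: 20 µM single dose, 1% DMSO; schedule: overnight cell settling, then overnight compound exposure, 37 °C, 5% CO2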
bovine MsrA act = bovine methionine sulfoxide reductase A activation; 0.3% of 360,000 active; activation, % at 10.6 µM; purified bovine MsrA, absorbance read-out; in the data active = activation above about 7.5%;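 also: 0% = vehicle and 100% = reference activator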
SKN-1 inh = inhibitors of C. elegans SKN-1. C. elegans VP596 Pgst-4::GFP/RFP ratio, acrylamide-induced, 24 h. inhibition, % at 21.8 µM. 0.49% of 360,000 active;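 active = interference check ratio from 0.5 to 1.5 plus GFP to RFP signal ratio inhibition reaching or exceeding a fixed threshold, cut at about 30% in these data, passing the limit was not always enough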; also: some compounds called inactive have numbers as strong as hits
NRP1-CendR mod = NRP-1/CendR interaction modulation | AID 602438 | inhibition, % at 25 µM | FAM-RPARPAR peptide binding to NRP-1, fluorescence polarization | 0.85% of 360,000 active;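 active = inhibition or corrected inhibition above about 18%, plus a signal ratio from 0.5 to 1.5, limit read from the data, passing the limit was not always enough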; also: strong numbers were not always called active
Target sequence (O14786 whole entry, looked up): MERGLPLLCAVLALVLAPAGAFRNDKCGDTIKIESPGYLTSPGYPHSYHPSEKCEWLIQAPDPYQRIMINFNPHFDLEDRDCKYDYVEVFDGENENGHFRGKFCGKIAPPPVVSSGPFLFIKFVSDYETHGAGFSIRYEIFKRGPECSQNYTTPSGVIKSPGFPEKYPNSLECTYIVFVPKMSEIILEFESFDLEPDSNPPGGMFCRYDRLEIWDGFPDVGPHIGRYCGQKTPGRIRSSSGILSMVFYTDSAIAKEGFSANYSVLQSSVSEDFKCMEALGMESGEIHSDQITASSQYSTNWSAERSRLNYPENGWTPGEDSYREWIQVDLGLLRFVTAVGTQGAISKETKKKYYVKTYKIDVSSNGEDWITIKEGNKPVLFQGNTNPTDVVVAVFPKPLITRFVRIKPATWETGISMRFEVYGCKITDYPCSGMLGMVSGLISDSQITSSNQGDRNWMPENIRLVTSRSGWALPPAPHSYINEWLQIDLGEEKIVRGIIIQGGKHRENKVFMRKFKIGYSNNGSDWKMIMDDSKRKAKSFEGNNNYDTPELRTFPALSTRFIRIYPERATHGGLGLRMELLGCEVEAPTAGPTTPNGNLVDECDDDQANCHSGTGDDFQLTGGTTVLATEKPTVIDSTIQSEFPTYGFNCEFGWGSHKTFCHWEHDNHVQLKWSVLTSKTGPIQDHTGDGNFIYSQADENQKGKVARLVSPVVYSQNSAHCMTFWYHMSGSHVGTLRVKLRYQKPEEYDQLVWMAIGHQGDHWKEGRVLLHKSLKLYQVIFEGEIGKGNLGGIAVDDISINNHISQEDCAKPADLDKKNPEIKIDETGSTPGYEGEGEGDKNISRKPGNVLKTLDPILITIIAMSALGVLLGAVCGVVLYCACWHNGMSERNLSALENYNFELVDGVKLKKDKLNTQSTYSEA
FAS TE block = inhibitors of human fatty acid synthase thioesterase domain. 0.67% of 360,000 active. inhibition, % at 15 µM. P49327. recombinant FAS-TE, OMFH fluorogenic substrate, fluorescence endpoint;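 active = compounds whose normalised, plate-corrected inhibition of enzyme fluorescence in the single-dose primary screen is 50% or more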;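 also: 0% = DMSO with enzyme and 100% = substrate without enzyme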
Rin1 Abl inh = inhibitors of human Rin1-Abl protein interaction; P00519+Q13671; TR-FRET Rin1/Abl binding, biochemical; inhibition, % at 7.35 µM; 0.4% of 360,000 active; AID 588664; in the data active = inhibition above about 5%, passing the limit was not always enough
eLon inh = inhibitors of E. coli Lon protease | inhibition, % at 7.94 µM | purified E. coli Lon protease, fluorescence polarization | 0.42% of 360,000 active | P0A9M0 | AID 602123; in the data active = inhibition above about 13%, passing the limit was not always enough;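 also: 0% = enzyme with probe and DMSO and 100% = no enzyme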
PABP1 MLLE inh = inhibitors of microRNA-mediated deadenylation, human PABP1 MLLE binding; P11940; GST-MLLE / FITC-PAM2 fluorescence polarization; inhibition, % at 20 µM; 0.36% of 360,000 active; AID 588489; in the data active = inhibition above about 35%, passing the limit was not always enough;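 also: plate controls were DMSO wells with GST-MLLE for no effect and wells lacking GST-MLLE protein for full effect; some results filed as inactive read as strong as hits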
Neddylation inh = blocks human cullin neddylation. P61081+Q13564. TR-FRET cullin neddylation, biochemical. calls only at 25 µM. 0.58% of 360,000 active; in the data active = inhibition above about 36%
An asterisk follows results filed as active.

Results for Cn1cnnc1SCC(=O)c1ccc(O)c(O)c1 ?
MT1-MMP act inh: -3; bovine MsrA act: -3; SKN-1 inh: 3; NRP1-CendR mod: 1; FAS TE block: -8; Rin1 Abl inh: -1; eLon inh: 1; PABP1 MLLE inh: -10; Neddylation inh: inactive

What do the screens show for `CCCc1ccc(C2C3=C(CC(C)(C)CC3=O)NC3=C2C(=O)c2ccccc23)cc1` (centres undefined)?
MT1-MMP act inh: -37; bovine MsrA act: -1; SKN-1 inh: 8; NRP1-CendR mod: 8; FAS TE block: 30; Rin1 Abl inh: -1; eLon inh: 10; PABP1 MLLE inh: -63; Neddylation inh: inactive

How did Cc1ccc(C(=O)C(C)OC(=O)c2n[nH]c(=O)c3ccccc23)cc1 (centres undefined) do in these assays?
MT1-MMP act inh: 3; bovine MsrA act: -1; SKN-1 inh: 15; NRP1-CendR mod: -4; FAS TE block: 0; Rin1 Abl inh: -1; eLon inh: -7; PABP1 MLLE inh: 2; Neddylation inh: inactive

How did COc1ccc(C(=O)/C=C/N(C)C)cc1 do in these assays?
MT1-MMP act inh: -8; bovine MsrA act: 1; SKN-1 inh: 9; NRP1-CendR mod: -5; FAS TE block: -8; Rin1 Abl inh: 0; eLon inh: 11; PABP1 MLLE inh: 5; Neddylation inh: inactive

What do the screens show for `COCCn1c(=O)[nH]c2cc(C(=O)N3CCN(c4ccccc4OC)CC3)ccc2c1=O`?
MT1-MMP act inh: -3; bovine MsrA act: -10; SKN-1 inh: -41; NRP1-CendR mod: -7; FAS TE block: -6; Rin1 Abl inh: 3; eLon inh: 9; PABP1 MLLE inh: 5; Neddylation inh: inactive

What do the screens show for `Cc1cc(C)nc(SCC(=O)Nc2nccs2)n1`?
MT1-MMP act inh: 3; bovine MsrA act: 0; SKN-1 inh: 5; NRP1-CendR mod: 4; FAS TE block: -4; Rin1 Abl inh: -1; eLon inh: 5; PABP1 MLLE inh: 8; Neddylation inh: inactive

How did O=c1[nH]c(CN2CCN(c3ccc(F)cc3)CC2)nc2ccccc12 do in these assays?
MT1-MMP act inh: -2; bovine MsrA act: 0; SKN-1 inh: 9; NRP1-CendR mod: -5; FAS TE block: -4; Rin1 Abl inh: 1; eLon inh: -12; PABP1 MLLE inh: -4; Neddylation inh: inactive

How did C/C(N)=C(/C#N)C(=O)COC(=O)C1CSC2(c3ccc(F)cc3)CCC(=O)N12 (centres undefined) do in these assays?
MT1-MMP act inh: -3; bovine MsrA act: -1; SKN-1 inh: 2; NRP1-CendR mod: 1; FAS TE block: -4; Rin1 Abl inh: 5; eLon inh: -6; PABP1 MLLE inh: 11; Neddylation inh: inactive

What do the screens show for `Cc1cccc(-c2nnc(SCC#N)n2-c2ccccc2)c1`?
MT1-MMP act inh: 2; bovine MsrA act: -2; SKN-1 inh: -7; NRP1-CendR mod: 11; FAS TE block: -2; Rin1 Abl inh: -1; eLon inh: 6; PABP1 MLLE inh: -76; Neddylation inh: inactive

How did Cc1cc(C)c(C(=O)Nc2ccc(S(=O)(=O)Nc3ccccn3)cc2)c(C)c1 do in these assays?
MT1-MMP act inh: 0; bovine MsrA act: -7; SKN-1 inh: -17; NRP1-CendR mod: -8; FAS TE block: 1; Rin1 Abl inh: 3; eLon inh: 1; PABP1 MLLE inh: 0; Neddylation inh: inactive

Results for O=C(O)Cn1c(-c2ccccc2)nc2ccccc21 ?
MT1-MMP act inh: 2; bovine MsrA act: -7; SKN-1 inh: 5; NRP1-CendR mod: -14; FAS TE block: -11; Rin1 Abl inh: -3; eLon inh: -11; PABP1 MLLE inh: -5; Neddylation inh: inactive

What do the screens show for `CC(C)(C)NC(=O)Nc1nnc(SCC(=O)NC2CCCCC2)s1`?
MT1-MMP act inh: 2; bovine MsrA act: 2; SKN-1 inh: -16; NRP1-CendR mod: 3; FAS TE block: -8; Rin1 Abl inh: 2; eLon inh: -4; PABP1 MLLE inh: 6; Neddylation inh: inactive

What do the screens show for `COC(=O)[C@@H]1[C@@H](C)OC(=O)N[C@H]1c1ccccc1`?
MT1-MMP act inh: 3; bovine MsrA act: -3; SKN-1 inh: 0; NRP1-CendR mod: 4; FAS TE block: -12; Rin1 Abl inh: -3; eLon inh: -10; PABP1 MLLE inh: -8; Neddylation inh: inactive

How did CC(C)(C)S(=O)N1Cc2cc(=O)n(Cc3ccccc3)c(CCO)c2[C@H]1CCO (some centres undefined) do in these assays?
MT1-MMP act inh: -2; bovine MsrA act: 0; SKN-1 inh: -3; NRP1-CendR mod: -9; FAS TE block: -9; Rin1 Abl inh: -2; eLon inh: -13; PABP1 MLLE inh: 8; Neddylation inh: inactive

Results for CC(C)(C)n1nnnc1CN1C2CCC1CC(NC(=O)Nc1ccccc1)C2 (centres undefined) ?
MT1-MMP act inh: 3; bovine MsrA act: 1; SKN-1 inh: -14; NRP1-CendR mod: 2; FAS TE block: -6; Rin1 Abl inh: -1; eLon inh: 0; PABP1 MLLE inh: -14; Neddylation inh: inactive

What do the screens show for `O=C(N/N=C/c1cccc(OC(=O)c2cccc(Br)c2)c1)c1ccncc1`?
MT1-MMP act inh: 4; bovine MsrA act: -11; SKN-1 inh: -10; NRP1-CendR mod: 1; FAS TE block: 3; Rin1 Abl inh: 0; eLon inh: 7; PABP1 MLLE inh: 2; Neddylation inh: inactive

How did CON(C)c1nc(OCCNC(=O)COc2ccc(Cl)cc2C)nc(N(C)C)n1 do in these assays?
MT1-MMP act inh: -5; bovine MsrA act: 1; SKN-1 inh: 3; NRP1-CendR mod: 2; FAS TE block: -1; Rin1 Abl inh: 0; eLon inh: 6; PABP1 MLLE inh: 7; Neddylation inh: inactive

Results for CC(=O)NC(CCS(C)(=O)=O)C(=O)Nc1cccc(Cl)c1Cl (centres undefined) ?
MT1-MMP act inh: 6; bovine MsrA act: -4; SKN-1 inh: -21; NRP1-CendR mod: -10; FAS TE block: -12; Rin1 Abl inh: 0; eLon inh: -8; PABP1 MLLE inh: -5; Neddylation inh: inactive

What do the screens show for `COc1ccc(NC(=O)C(Cc2ccccc2)n2cccc2)c(OC)c1` (centres undefined)?
MT1-MMP act inh: 2; bovine MsrA act: -7; SKN-1 inh: -7; NRP1-CendR mod: 15; FAS TE block: 11; Rin1 Abl inh: 0; eLon inh: -3; PABP1 MLLE inh: 12; Neddylation inh: inactive

Results for c1ccc2c(c1)ccc1nnc(SCc3ccc4c(c3)OCCO4)n12 ?
MT1-MMP act inh: 1; bovine MsrA act: -3; SKN-1 inh: -1; NRP1-CendR mod: -8; FAS TE block: -4; Rin1 Abl inh: -2; eLon inh: -8; PABP1 MLLE inh: -3; Neddylation inh: inactive

How did Fc1ccc(/C=N/NC(=S)Nc2ccc(Cl)cc2)cc1F do in these assays?
MT1-MMP act inh: 7; bovine MsrA act: -6; SKN-1 inh: 1; NRP1-CendR mod: -2; FAS TE block: 0; Rin1 Abl inh: 3; eLon inh: -1; PABP1 MLLE inh: 26; Neddylation inh: inactive

What do the screens show for `OCCC1CN(Cc2cccc(O)c2)CCN1CCc1ccccc1` (centres undefined)?
MT1-MMP act inh: -1; bovine MsrA act: -11; SKN-1 inh: -1; NRP1-CendR mod: -5; FAS TE block: -11; Rin1 Abl inh: -1; eLon inh: -2; PABP1 MLLE inh: -19; Neddylation inh: inactive

How did Cc1ccc(NCc2ccc(Cl)nc2)c(NCc2ccc(Cl)nc2)c1 do in these assays?
MT1-MMP act inh: 0; bovine MsrA act: -2; SKN-1 inh: 11; NRP1-CendR mod: -3; FAS TE block: 17; Rin1 Abl inh: 1; eLon inh: -1; PABP1 MLLE inh: 11

How did CCOC(=O)NC(Nc1nnc(C)s1)(C(=O)OCC)C(F)(F)F (centres undefined) do in these assays?
MT1-MMP act inh: 1; bovine MsrA act: -4; SKN-1 inh: 19; NRP1-CendR mod: -5; FAS TE block: -6; Rin1 Abl inh: 2; eLon inh: 0; PABP1 MLLE inh: 12; Neddylation inh: inactive

How did Cc1ccc(/C=N/NC(=O)c2nnn(-c3nonc3N)c2C(C)C)s1 do in these assays?
MT1-MMP act inh: 2; bovine MsrA act: -1; SKN-1 inh: -5; NRP1-CendR mod: 0; FAS TE block: -2; Rin1 Abl inh: -1; eLon inh: -1; PABP1 MLLE inh: 6; Neddylation inh: inactive

How did CC1CCc2ccccc2N1CC(=O)Nc1cccc(S(=O)(=O)N2CCCC2)c1 (centres undefined) do in these assays?
MT1-MMP act inh: 9; bovine MsrA act: -2; SKN-1 inh: 6; NRP1-CendR mod: 7; FAS TE block: 20; Rin1 Abl inh: -2; eLon inh: -3; PABP1 MLLE inh: 6; Neddylation inh: inactive

How did CCOc1ncccc1C(=O)OCC(=O)NC1CCCCC1 do in these assays?
MT1-MMP act inh: -2; bovine MsrA act: -2; SKN-1 inh: 12; NRP1-CendR mod: 5; FAS TE block: -9; Rin1 Abl inh: 2; eLon inh: -3; PABP1 MLLE inh: 10; Neddylation inh: inactive

Results for Cc1noc(C)c1C(=O)Nc1sc2c(c1C(N)=O)CCC2 ?
MT1-MMP act inh: 1; bovine MsrA act: 0; SKN-1 inh: 12; NRP1-CendR mod: 1; FAS TE block: -3; Rin1 Abl inh: -3; eLon inh: -1; PABP1 MLLE inh: 0; Neddylation inh: inactive

What do the screens show for `O=C(O)Cn1nnnc1SCC(=O)Nc1ccc(OC(F)(F)F)cc1`?
MT1-MMP act inh: 7; bovine MsrA act: 0; SKN-1 inh: -12; NRP1-CendR mod: -2; FAS TE block: -7; Rin1 Abl inh: 2; eLon inh: -6; PABP1 MLLE inh: 2; Neddylation inh: inactive

How did Nn1c(SCC(=O)NCCC2=CCCCC2)nnc1C1CCCCC1 do in these assays?
MT1-MMP act inh: -5; bovine MsrA act: -2; SKN-1 inh: 2; NRP1-CendR mod: 4; FAS TE block: -1; Rin1 Abl inh: -6; eLon inh: 11; PABP1 MLLE inh: -6; Neddylation inh: inactive

How did C/C(=N\NC(=O)C1CC1(C)c1ccccc1)c1ccco1 (centres undefined) do in these assays?
MT1-MMP act inh: 2; bovine MsrA act: -3; SKN-1 inh: 9; NRP1-CendR mod: 9; FAS TE block: -7; Rin1 Abl inh: 2; eLon inh: -17; PABP1 MLLE inh: 4; Neddylation inh: inactive

How did CCc1nc2c(OCc3cccc(Cl)c3)cccn2c1N(C)C(=O)C1CC1 do in these assays?
MT1-MMP act inh: -12; bovine MsrA act: -6; SKN-1 inh: -9; NRP1-CendR mod: -14; FAS TE block: -1; Rin1 Abl inh: 0; eLon inh: -4; PABP1 MLLE inh: -5; Neddylation inh: inactive

Quoted at random: three records from the list
How did CCOc1ncccc1C(=O)OCC(=O)NC1CCCCC1 do in these assays?
MT1-MMP act inh: -2; bovine MsrA act: -2; SKN-1 inh: 12; NRP1-CendR mod: 5; FAS TE block: -9; Rin1 Abl inh: 2; eLon inh: -3; PABP1 MLLE inh: 10; Neddylation inh: inactive

Results for Cc1noc(C)c1C(=O)Nc1sc2c(c1C(N)=O)CCC2 ?
MT1-MMP act inh: 1; bovine MsrA act: 0; SKN-1 inh: 12; NRP1-CendR mod: 1; FAS TE block: -3; Rin1 Abl inh: -3; eLon inh: -1; PABP1 MLLE inh: 0; Neddylation inh: inactive

How did Cc1ccc(/C=N/NC(=O)c2nnn(-c3nonc3N)c2C(C)C)s1 do in these assays?
MT1-MMP act inh: 2; bovine MsrA act: -1; SKN-1 inh: -5; NRP1-CendR mod: 0; FAS TE block: -2; Rin1 Abl inh: -1; eLon inh: -1; PABP1 MLLE inh: 6; Neddylation inh: inactive
